MT1-MMP txn act: activates MT1-MMP transcription; HT1080 MT1-MMP promoter luciferase reporter, luminescence, overnight; stronger effect = higher value; activation factor at 10 µM; actives 0.16% (n = 86,000); AID 750;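 active = activation factor of at least 2 for MT1-MMP transcription at 10 µM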
ERa SRC1 pot: ER-alpha (human) coactivator binding potentiation | P03372 | TR-FRET ERalpha-LBD/SRC-Cy5 coactivator binding, 2 h; 100 = basal binding, no effect | coactivator binding (% of control), % at 25.6 µM | actives 1.3% (n = 86,000); in the data active = activity above about 200%;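 also: binding measured in presence of low estradiol as agonist stimulus; 0% = peptide alone without receptor and 100% = receptor with peptide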
Target sequence (P03372 whole entry, looked up, the tested form may be a part): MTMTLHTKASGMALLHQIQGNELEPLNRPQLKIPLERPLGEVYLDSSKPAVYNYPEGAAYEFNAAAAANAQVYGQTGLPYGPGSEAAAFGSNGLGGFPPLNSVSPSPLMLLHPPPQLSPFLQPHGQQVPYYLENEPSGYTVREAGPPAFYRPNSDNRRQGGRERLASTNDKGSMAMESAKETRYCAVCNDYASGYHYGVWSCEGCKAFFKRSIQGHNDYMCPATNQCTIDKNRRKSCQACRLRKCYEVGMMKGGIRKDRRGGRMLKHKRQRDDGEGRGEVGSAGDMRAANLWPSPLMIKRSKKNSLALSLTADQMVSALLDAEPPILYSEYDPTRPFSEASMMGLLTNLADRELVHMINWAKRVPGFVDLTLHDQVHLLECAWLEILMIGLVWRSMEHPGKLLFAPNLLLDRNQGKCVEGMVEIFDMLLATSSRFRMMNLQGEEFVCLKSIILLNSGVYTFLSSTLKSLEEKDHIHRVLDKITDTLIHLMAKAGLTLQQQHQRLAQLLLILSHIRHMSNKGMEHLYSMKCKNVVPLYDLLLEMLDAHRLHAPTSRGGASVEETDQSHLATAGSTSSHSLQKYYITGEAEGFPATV
ERb SRC1 inh: ER-beta (human) coactivator binding inhibition. Q92731. AID 633. TR-FRET ER-beta LBD / SRC1-Cy5 peptide binding; receptor agonist-loaded with 1 µM estradiol. inhibition, % at 25.6 µM. actives 1.3% (n = 86,000);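 active = compounds whose percent inhibition of the receptor-coactivator binding signal exceeds about 50% in the single-dose screen, limit read from the data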;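 also: 0% = receptor plus peptide wells without compound and 100% = peptide-only wells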
ERa coact inh: blocks coactivator binding to human estrogen receptor alpha; P03372; TR-FRET ER-alpha LBD / SRC-1 peptide, estradiol-bound; inhibition, % at 25.6 µM; actives 1.7% (n = 86,000); AID 629; in the data active = inhibition above about 50%;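 also: 0% = receptor plus peptide control and 100% = peptide only without receptor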
Ecoli WT expand: E. coli BW25113 growth inhibition, expanded screen | actives 0.15% (n = 98,000) | AID 710 | growth inhibition, % at 100 µM | OD600 absorbance;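 active = growth inhibition above about 50% at one test dose, limit read from the data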;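 also: growth measured after 20 h incubation at 37 °C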
FAK inh: FAK (human) kinase inhibition. Q05397. biochemical FAK kinase activity assay. inhibition, %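 (tested at 7 µM)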. actives 0.84% (n = 97,000); in the data active = inhibition above about 19%;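 also: 0% = DMSO and 100% = reference compound high control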
Mac1 fbg enh: increases human CD11b/CD18 adhesion to fibrinogen. K562 CD11b/CD18 adhesion to fibrinogen, ATPlite luminescence. P05107+P11215. activation, % at 10 µM. actives 0.07% (n = 93,000);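 active = 10 µM primary screen giving 50% or more activity, confirmed by 40% or more on retest at that dose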; also: strong numbers were not always called active; reference of the scale not given here
CD11b adhes inh: blocks human CD11b/CD18 adhesion to fibrinogen; P05107+P11215; K562 CD11b/CD18 adhesion to fibrinogen, ATPlite luminescence; Mn2+ added to activate the integrin; inhibition, % at 10 µM; actives 0.54% (n = 93,000);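 active = primary inhibition of 50% or more at 10 µM, then 40% or more on retest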; also: some results filed as inactive read as strong as hits
PLAP activator: activators of human placental alkaline phosphatase. activation fold at 20 µM. purified PLAP enzyme, luminescent substrate read-out; stronger effect = higher value. actives 1.2% (n = 96,000). AID 696; in the data active = activation fold above about 2
Starred values were filed as active, the others as inactive; x = not tested or not shown; [ ] = another dose, or the depositor's remark.

smiles,PLAP activator,Ecoli WT expand,ERa coact inh,FAK inh,CD11b adhes inh,ERb SRC1 inh,ERa SRC1 pot,MT1-MMP txn act,Mac1 fbg enh
Cc1cccc(C(=O)Nc2oc(-c3ccccc3)cc2C#N)c1,0.9,-11,-1,-2,-7,18,107,x,-4
O=C(NCc1ccco1)C(c1cccnc1)N(C(=O)Cn1nnc2ccccc21)c1ccccc1 (stereo unspecified),1.1,-3,-7,-2,5,0,109,0.9,-3
Cn1c2c(c(=O)n(C)c1=O)C1c3cc(Cl)ccc3OCC1CO2 (stereo unspecified),1.3,-16,2,2,11,3,94,x,-3
CN1C(=O)c2ccccc2C(C(=O)NCc2ccco2)C1c1c[nH]c2ccccc12 (stereo unspecified),1,0,-17,-1,-2,1,104,x,1
Cc1[nH]c2ccccc2c1Cc1nnc(SCc2ccccc2)o1,0.9,-17,10,-1,13,1,89[fluorescence artefact?],x,14
Cc1ccccc1NC(=O)c1ccc(NC(=O)c2ccco2)cc1,0.9,-4,0,2,-22,10,82[fluorescence artefact?],1.1,1
CCn1c(SCC(=O)NCc2ccco2)nc2c1c(=O)n(C)c(=O)n2C,1,-1,2,0,2,12,101,1.1,0
Cc1ccc(N2C(=O)c3ccccc3C2Nc2ccccc2F)nc1 (stereo unspecified),0.7,-2,-5,-2,-5,-2,97[fluorescence artefact?],1,-2
N#CC(=C1SC=CS1)c1nc(-c2ccccc2)cs1,0.6,-4,-28,4,4,2[fluorescence artefact?],206*,1.9,5
COc1cc2cc(CN(Cc3nnnn3Cc3ccccc3)CC3CCCO3)c(=O)[nH]c2cc1OC (stereo unspecified),1.7,13,-3,3,14,-5,107,1,0
COc1ccccc1C(=O)Nc1cc(Cl)ccc1O,1,-11,14,x,7,5,109,1.3,-4
CCn1c(SCC(=O)c2c[nH]c3ccccc23)nnc1-c1cccs1,1,-4,-32,4,-1,-4[fluorescence artefact?],100,1,-3
CCSc1ncc(C#N)c(=O)[nH]1,0.9,-8,5,3,-12,0,80[fluorescence artefact?],1,7
CC(=O)c1c(C(C)=O)c(C)n(NC(=O)c2ccc(Cl)cc2)c1C,1.2,-1,10,2,-1,-8,90,1.2,2
Cc1ccc(CC(=O)Nc2nc3ccccc3s2)cc1,1.1,-1,1,5,x,-8,119,1.2,x
Cc1cccn2c(=O)c3cc(C(=O)NCC4CCCO4)c(=N)n(CCN4CCOCC4)c3nc12 (stereo unspecified),1.5,-3,0,1,2,-7,100,1.1,-5
CCOC(=O)CSC1=C(C#N)C(c2ccc(Cl)cc2)CC(=O)N1 (stereo unspecified),0.9,3,3,1,7,-9,103,1,2
CCCCC(=O)Nc1nnc(SCC(=O)NC2CCCC2)s1,1.2,1,3,-4,x,6,111,1,x
COCc1cc(C)nc(SCC(=O)Nc2cccc(C)c2C)c1C#N,1,-3,-6,-4,-43,1,115,1.1,-4
Cc1ccc2c(c1)c1c(n2CC(O)CN2C(=O)CNC2=O)C(=O)CCC1 (stereo unspecified),1.2,3,3,-4,9,19,86[fluorescence artefact?],1.1,-7
CCOC(=O)CCc1c(C)nc(SCC(=O)O)c(C#N)c1C,1,-11,0,-9,-13,-7,84[fluorescence artefact?],1,2
C=CCn1c(SCC(N)=O)nnc1-c1ccccc1O,0.9,3,-4,-7,-12,-3,121,1.2,0
O=c1c2ccccc2nc2n1C1(CCCCC1)Cc1ccccc1-2,1.1,-5,6[fluorescence artefact?],2,1,8[fluorescence artefact?],109,1.1,-2
Cc1ccc(C)n1C1CCS(=O)(=O)C1 (stereo unspecified),1.4,0,-4,5,-20,-8,122,1.1,-4
CCCCn1c(=O)[nH]c(=O)c2c1nc(CN1C(=O)c3ccccc3S1(=O)=O)n2CCC,1.2,1,1,0,9,2,103,1.2,-9
COc1ccccc1-n1cnc2cc(NCc3ccccn3)ccc21,1,5,-4[fluorescence artefact?],9,x,-6,101[fluorescence artefact?],1.4,x
C=CCn1c(SCC2=C(C(=O)OCC)C(C)NC(=O)N2)nnc1C1CCCCC1 (stereo unspecified),1.1,8,x,-1,-7,x,x,1.2,1
O=C(CSc1ccc2ccccc2c1)Nn1cnnc1,0.8,-10,-6,0,6,-2,100,1.3,-2
COCc1cc(=O)n2[nH]c(SCc3ccccc3)nc2n1,1.3,-14,-13,-1,1,-1,107,1.1,-3
CCCSc1nc(N)c(C#N)c(-c2ccc(C)cc2)c1C#N,0.9,-28,x,-28,-6,x,x,1.1,1
CCc1ccc(C(=O)c2ccccc2C(=O)O)s1,1.1,0,-3,8,x,-1,70[fluorescence artefact?],1.2,x
CC12CCC(=O)N1C(C(=O)Nc1cccc3ccccc13)CS2 (stereo unspecified),1.1,x,-5,x,-12,2,123,1.2,-1
Cn1cccc1Cc1nnc(SCC(=O)Nc2ccc3c(c2)OCCO3)n1-c1ccc(F)cc1,1.4,-13,-3,x,-1,-8,117,1.3,3
CSc1ccc(C2NC(=O)c3c(sc4c3CCN(C)C4)N2)cc1 (stereo unspecified),1.3,-3,-29[fluorescence artefact?],9,-2,-16[fluorescence artefact?],104[fluorescence artefact?],1.1,0
Cc1cc(C)cc(NC(=O)CSc2nnc(CN3CCOCC3)n2C)c1,x,x,-9,-6,x,-3,113,1,x
CNC(=S)NNC(=O)c1sccc1OCc1cccc(C(F)(F)F)c1,1.2,-1,x,1,10,x,x,x,-5
Cn1c(=O)oc2cc(S(=O)(=O)N3CCCC(C(=O)NCc4ccc5c(c4)OCO5)C3)ccc21 (stereo unspecified),0.9,1,4,-2,-3,10,110[fluorescence artefact?],1.1,1
Cc1cccc2cc3c(N)c(C#N)sc3nc12,x,-4,x,3,-9,x,x,0.9,0
COc1ccc(-c2cc(C(F)(F)F)nc(N3CCCCC3)n2)cc1OC,1,6,2,1,-7,-2,87,1.1,3
O=C(CSc1nnc(NC(=O)CN2CCOCC2)s1)Nc1ccccc1,1,2,8,3,-14,-3,91,1.2,-4
Cc1ccc(-n2nc(C(=O)c3ccccc3)n3c(=O)cc(-c4ccccc4)nc23)cc1,0.9,-10,x,-2,8,x,x,x,5
O=C(COc1ccccc1F)NC1CC1,0.9,1,0,-2,-19,-3,94,1.1,-4
O=C(Nc1ccccc1Sc1ccccc1)C1CCCO1 (stereo unspecified),1.1,0,-17,-1,-11,-11[fluorescence artefact?],101,x,0
COc1cccc(-c2nc(CS(=O)CC(=O)O)c(C)o2)c1 (stereo unspecified),1,10,-4,0,-17,-11,106,1.2,-3
O=C(NC1CCCCC1)C1CCN(c2nnnn2-c2ccccc2)CC1,1.8,7,-6,1,31,-5,125[fluorescence artefact?],1.1,1
CCCCOc1ccccc1N,0.9,5,0,-6,-17,-11,97,1.1,1
O/N=C1\CCCCc2ccccc21,1.2,6,1,-2,-1,-9,115,1,-4
CC1(C)Cc2c(c(-c3ccccc3)nc3[nH][nH]c(=O)c23)CO1,1,1,-18,x,0,-4,111,1.1,5
Cc1cc2ncn(S(=O)(=O)c3ccc(S(=O)(=O)N4CCOCC4)cc3)c2cc1C,0.8,2,-15,0,-15,3[fluorescence artefact?],112[fluorescence artefact?],1.2,30
Cc1cccc2cc(C(c3nnnn3C(C)(C)C)N3CCN(C(=O)c4ccco4)CC3)c(=O)[nH]c12 (stereo unspecified),1,3,12,6,-16,2,120,1.1,-2

Continuation:
smiles,PLAP activator,Ecoli WT expand,ERa coact inh,FAK inh,CD11b adhes inh,ERb SRC1 inh,ERa SRC1 pot,MT1-MMP txn act,Mac1 fbg enh
Cc1ccc(-n2c(C)c3c(C)nnc(C)c3c2C)cc1C,1,0,5,0,6,0,57,0.9,-3
O=C(NC1CCN(Cc2ccccc2)CC1)C1CCCN(c2nnc(-n3cccc3)s2)C1 (stereo unspecified),1.5,0,18,x,0,5,122,1.1,3
O=C1c2[nH]nc(-c3ccccc3O)c2C(c2cccc(O)c2)N1Cc1ccco1 (stereo unspecified),2.2*,18,9,2,11,0,51,1,7
COc1ccc(S(=O)(=O)n2nc(OC(=O)c3cccs3)cc2N)cc1,1.1,-1,x,-6,x,x,x,1.1,x
CCN(CC)S(=O)(=O)c1ccc(NC(=O)COC(=O)c2ccc(Br)o2)cc1,0.8,-4,12,-1,x,8[fluorescence artefact?],89,1.1,x
CC1CCN(S(=O)(=O)c2ccc(Cl)cc2Br)CC1,0.7,8,4,14,x,1,101,1.1,x
COc1ccc(CN2CCC(C(=O)N(C)CCc3ccc(OC)c(OC)c3)CC2)c(OC)c1,1.6,-2,x,x,-3,x,x,x,-3
Oc1[nH]c2ccccc2c1N=Nc1ccc(C(F)(F)F)cn1,1,0,x,1,-9,x,x,x,2
CCc1cc(C(=O)OC)c(NC(=O)CC2NCCNC2=O)s1 (stereo unspecified),1.2,-3,1,1,7,-8,110,1,0
Cc1ccc(-c2nc3ncccc3o2)cc1NC(=O)COc1ccccc1,0.9,-5,13[fluorescence artefact?],-1,0,7[fluorescence artefact?],105,1,-4
O=S1(=O)CCN2C(=N1)SC1=C2CCN(Cc2ccccc2)C1,0.9,8,-6,-2,-36,-2[fluorescence artefact?],105[fluorescence artefact?],1,-4
COC(=O)c1sccc1NC(=O)/C=C/c1c(Cl)cccc1Cl,1.1,-2,x,-1,2,x,x,x,-5

Reprinted at random: 4 entries already listed
smiles,PLAP activator,Ecoli WT expand,ERa coact inh,FAK inh,CD11b adhes inh,ERb SRC1 inh,ERa SRC1 pot,MT1-MMP txn act,Mac1 fbg enh
CCc1cc(C(=O)OC)c(NC(=O)CC2NCCNC2=O)s1 (stereo unspecified),1.2,-3,1,1,7,-8,110,1,0
O=C1c2[nH]nc(-c3ccccc3O)c2C(c2cccc(O)c2)N1Cc1ccco1 (stereo unspecified),2.2*,18,9,2,11,0,51,1,7
COC(=O)c1sccc1NC(=O)/C=C/c1c(Cl)cccc1Cl,1.1,-2,x,-1,2,x,x,x,-5
COc1ccc(S(=O)(=O)n2nc(OC(=O)c3cccs3)cc2N)cc1,1.1,-1,x,-6,x,x,x,1.1,x

Assay outcomes: PubChem BioAssay, several laboratories
